# From PubChem BioAssay
# ELG1 DNA repair: ELG1-dependent DNA repair inhibition. HEK293T ELG1-luciferase reporter, luminescence, 16 h; DNA damage induced by 5-fluorouridine. Potency, µM (highest dose often 46.1 µM), inactives show at the highest dose activity change, negative = inhibition, actives largely listed as inhibitors. 330,000 tested, 2.3% active. AID 504467; note: potency is the fitted concentration of half-maximal effect; % is set by controls: 0 for no effect and ±100 for the full control effect; nearly all actives have a fitted effect of over 55% in size
#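 Luminescence from the luciferase reporter, measured 30 min after ONE-Glo reagent at room temperature, was the read-out. Beforehand, 2,000 cells per well were exposed for 16 hr at 37 °C to 5-fluorouridine together with compound or vehicle.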
# KCNH2 3.1 inh: blocks the human KCNH2 3.1 channel isoform; U2OS KCNH2 3.1, thallium flux FluxOr; stronger effect = lower value; activity change, % (tested at about 1.8 µM); 340,000 tested, 0.95% active;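 active = maximum activity change below -70%; inconclusive = maximum activity change from -70% to -50%; inactive = maximum activity change above -50%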;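 note: thallium influx rate constant from kinetic fluorescence after stimulation buffer; % is set by controls: 0 for no effect and ±100 for the full control effect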
#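 Channel expression came from 3.1 mutant virus (1.77 x 10^8 /mL) applied to suspended U2OS cells for 4 h. Flux was tracked with FluxOr dye plus Red40 quencher, and kinetic rate constants normalized to controls.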
# NPC1 promoter act: NPC1 promoter activation; Huh7 NPC1 promoter luciferase reporter, 24 h; Potency, µM (top dose mostly 9.22 µM), without a hit: at the top dose activation, hits mostly activators; 320,000 tested, 2.4% active; AID 485313;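 note: potency is the fitted concentration of half-maximal effect; % of control where 0% means no effect; nearly all actives have a fitted effect of over 60% in size; reporter is driven by a mutant NPC1 promoter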
#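 Cells: Huh7 expressing luciferase under the NPC1 promoter, 1500/well. Seeded 2 h, compound added, incubated 24 h at 37 °C. Luciferase reagent, 10 min ambient, then luminescence.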
# RORg inh: inhibitors of mouse ROR gamma transcriptional activity. P51450. Drosophila S2 Gal4-RORgamma UAS-luciferase reporter, 20 h. Potency, µM (highest dose often 53.6 µM), without a hit: at the top dose activity change, negative = inhibition, actives largely listed as inhibitors. 310,000 tested, 5.4% active. AID 2551; note: potency is the fitted concentration of half-maximal effect; % is set by controls: 0 for no effect and ±100 for the full control effect; nearly all actives have a fitted effect of over 60% in size
#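 Luciferase reporter read in Schneider cells carrying Gal4-RORγ (mouse) and UAS-Photinus luciferase; cells given compound 1 h before 700 uM copper sulfate induction, then incubated 20 h at ambient temperature.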
# PKM2 act: increases activity of human pyruvate kinase M2. Potency, µM (doses to about 57.5 µM), without a hit: top-dose activation, actives largely listed as activators. 260,000 tested, 0.34% active. purified PKM2, Kinase-Glo ATP luminescence, activation; response scale: 0% is enzyme alone, no compound. P14618; note: potency is the fitted concentration of half-maximal effect; % is set by controls: 0 for no effect and ±100 for the full control effect; nearly all actives have a fitted effect of over 55% in size
#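 Purified hPK-M2 (>95%) run at intermediate activity with 0.1 mM ADP and 0.5 mM PEP in 50 mM imidazole pH 7.2, KCl, MgCl2; 1 h room temperature. ATP formed read by Kinase-Glo luminescence; normalized to uninhibited and no-enzyme controls.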
# MBNL1-CUG inh: inhibitors of human MBNL1 binding to CUG repeat RNA; Q9NR56; TR-FRET MBNL1-His/biotin-(CUG)12 binding, 665/545 ratio; Potency, µM (highest dose often 57.5 µM), for the others: at the top dose activity change, negative = inhibition, actives largely listed as inhibitors; 280,000 tested, 0.036% active; AID 2675; active = well fitted inhibition curve with a large enough effect in the signal ratio, with a control signal flat, not every such curve was filed as active; inconclusive = small, poorly fitted or top-dose-only effect, or effect the other way, or a change in a side signal; inactive = no such curve, though single readings can be large or run the other way; the % refers to the signal ratio; note: potency is the fitted concentration of half-maximal effect; % is set by controls: 0 for no effect and ±100 for the full control effect
# Target sequence (Q9NR56 whole entry, looked up): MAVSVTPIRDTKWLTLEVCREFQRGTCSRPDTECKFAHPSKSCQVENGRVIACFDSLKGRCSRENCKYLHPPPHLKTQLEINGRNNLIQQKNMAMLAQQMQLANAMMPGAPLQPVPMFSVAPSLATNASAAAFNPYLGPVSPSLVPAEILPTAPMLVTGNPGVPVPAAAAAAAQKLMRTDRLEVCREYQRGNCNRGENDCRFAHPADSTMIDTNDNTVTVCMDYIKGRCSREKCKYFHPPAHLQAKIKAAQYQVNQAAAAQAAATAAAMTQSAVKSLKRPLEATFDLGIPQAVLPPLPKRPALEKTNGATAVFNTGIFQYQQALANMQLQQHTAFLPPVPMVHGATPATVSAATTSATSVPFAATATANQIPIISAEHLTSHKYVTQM
#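 Ratiometric TR-FRET (665 over 545 nm, excitation 340 nm) tracks disruption of MBNL1-His/biotin-(CUG)12 complex after 60 min at room temperature, with compounds at 92 nM to 58 uM final.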
# Mito fusion yeast: inhibitors of mitochondrial division or activators of mitochondrial fusion | S. cerevisiae fusion-defective mutant growth rescue, CellTiterGlo 48 h | Potency, µM (doses to about 46.1 µM), for the others: top-dose growth rescue (activation), usual class: activators | 320,000 tested, 0.23% active;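 note: potency is the fitted concentration of half-maximal effect; % of control where 0% means no effect; nearly all actives have a fitted effect of over 45% in size; temperature-sensitive fusion mutants such as fzo1-1 at 37 °C on non-fermentable ethanol glycerol medium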
#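 Yeast fusion mutant, YPEG (non-fermentable carbon), compound, 48 h at 37C non-permissive; CellTiterGlo added, 10 min RT, luminescence read. Rescued growth = division inhibition.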
# VP16 counter: Gal4-VP16 reporter inhibition counter-screen | Drosophila S2 Gal4-VP16 UAS-luciferase, luminescence, 20 h | Potency, µM (titrated, usually from 53.6 µM), for inactives: at the top dose activity, negative = inhibition, actives largely listed as inhibitors | 310,000 tested, 3.5% active | AID 2546;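 note: Gal4-VP16 expression switched on by copper sulfate through the metallothionein promoter; potency is the fitted concentration of half-maximal effect; % is set by controls: 0 for no effect and ±100 for the full control effect; nearly all actives have a fitted effect of over 50% in size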
# FLuc modulator: counter-screen for miR-21 project: firefly luciferase inhibitors or activators; AID 588342; 360,000 tested, 6.9% active; Potency, µM (top dose mostly 57.5 µM), for the others: top-dose activity change, negative = inhibition, usual class: inhibitors; purified FLuc, Km substrates, luminescence inhibition; P08659;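 note: potency is the fitted concentration of half-maximal effect; plate controls were vehicle for no effect and reference inhibitor for full effect; nearly all actives have a fitted effect of over 55% in size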
# Target sequence (P08659 whole entry, looked up): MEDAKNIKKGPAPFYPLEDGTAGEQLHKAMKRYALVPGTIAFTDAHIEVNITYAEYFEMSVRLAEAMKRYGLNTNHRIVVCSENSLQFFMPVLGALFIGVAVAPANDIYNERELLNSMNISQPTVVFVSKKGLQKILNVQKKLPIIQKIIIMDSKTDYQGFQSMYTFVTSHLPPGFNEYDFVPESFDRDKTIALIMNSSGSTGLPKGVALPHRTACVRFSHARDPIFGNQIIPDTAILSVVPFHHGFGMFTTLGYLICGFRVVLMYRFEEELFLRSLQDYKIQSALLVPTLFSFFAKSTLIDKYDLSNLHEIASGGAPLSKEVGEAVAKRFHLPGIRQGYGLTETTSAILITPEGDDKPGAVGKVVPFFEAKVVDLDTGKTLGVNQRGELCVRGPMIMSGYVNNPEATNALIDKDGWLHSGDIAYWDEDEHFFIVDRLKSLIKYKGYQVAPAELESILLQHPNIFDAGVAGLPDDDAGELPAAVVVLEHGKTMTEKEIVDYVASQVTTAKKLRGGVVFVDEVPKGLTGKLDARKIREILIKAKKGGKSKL
#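 Purified P. pyralis luciferase (10nM final) with 10uM D-luciferin and 10uM ATP (Km levels) in 50mM Tris acetate pH 7.5, 10mM Mg acetate, 0.01% Tween-20, 0.05% BSA; qHTS 6-point titration, ~60 µM downward; luminescence read.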
# Rab9 prom act: activates the Rab9 promoter. Huh7 Rab9 promoter-luciferase reporter, luminescence, 24 h. Potency, µM (doses to about 9.22 µM), without a hit: at the highest dose activation, negative = inhibition, actives largely listed as activators. 320,000 tested, 2.8% active; note: potency is the fitted concentration of half-maximal effect; % of control where 0% means no effect; nearly all actives have a fitted effect of over 60% in size
#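 Stable Rab9-luc Huh7, 1500 cells/well, 2 h settle; cmpd in DMSO, 24 h, 37 °C/5% CO2; luciferase reagent 10 min RT; luminescence.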
# Menin-MLL TR inh: inhibitors of human menin-MLL interaction, mutant MLL peptide. O00255. Menin + Texas Red MLL mutant peptide, fluorescence polarization. Potency, µM (series often up to 61.6 µM), inactives show at the top dose FP activity change, negative = inhibition, hits mostly inhibitors. 270,000 tested, 0.23% active; active = well fitted inhibition curve with a large enough effect in the polarisation, with a control signal flat, not every such curve was filed as active; inconclusive = small, poorly fitted or top-dose-only effect, or effect the other way, or a change in a side signal; inactive = no such curve, though single readings can be large or run the other way; the % refers to the polarisation; note: potency is the fitted concentration of half-maximal effect; % of control where 0% means no effect; many of its hits are not listed in these tables
# Active calls of the source: *; ? = inconclusive; · = not tested or not shown; [ ] = another dose, or the depositor's remark. Unless noted, calls come from the whole dose curve; as a rule, active = well fitted curve in the direction sought with a large enough effect; inconclusive = small, poorly fitted or top-dose-only effect, or another doubt; inactive = no such curve, though single readings can be large; an effect the other way counts as inactive or inconclusive. Not all compounds are listed; count on the stated rates, not on these rows.
SMILES,ELG1 DNA repair,KCNH2 3.1 inh,NPC1 promoter act,RORg inh,PKM2 act,MBNL1-CUG inh,Mito fusion yeast,VP16 counter,FLuc modulator,Rab9 prom act,Menin-MLL TR inh
COc1ccc(NS(=O)(=O)c2coc(C(N)=O)c2)cc1Cl,12%,7,-6%,-27%,5%,-7%,-3%,-9%,6%,-2%,0%
Cc1ccc(S(=O)(=O)NC(=NC2CCCCC2)c2ccc(F)cc2)cc1,2%,2,-1%,0%,5%,-9%,-2%,6%,2%,4%,-20%
COc1cc(NC(=S)N2CCN(C)CC2)c(OC)cc1Cl,-4%,0,-3%,-4%,0%,-6%,2%,-10%,0%,?,25%
Cc1cc(OCC(=O)Nc2ccc3oc(=O)ccc3c2)ccc1Cl,8%,-11,-2%,16%,-4%,9%,3%,3%,1%,-1%,15%
CC1(C)Oc2ccc3ccc(=O)oc3c2-c2cn[nH]c21,?,0,-2%,-15%,15%,26%,14%,3%,2%,-4%,-26%
S=C(NCC1CCCO1)Nc1ccccc1Cl (stereo not given),8%,6,-5%,?,5%,·,-5%,16%,1%,0%,-5%
CC(=O)N1CCOc2ccc(S(=O)(=O)N3CCC(C(=O)Nc4ccc(F)cc4)CC3)cc21,0%,4,-3%,15%,·,-2%,-1%,-10%,0%,4%,·
CC(=O)Nc1ccc2nc(-c3ccccc3)cn2c1,?,10,1µM*,?,-4%,-3%,2%,?,2.1µM*,1.1µM*,-4%
CC1CCN(CC(C)CNC(=O)c2cc(-c3ccccn3)nc3ccccc23)CC1 (stereo not given),-13%,-7,0%,18%,0%,20%,-2%,-1%,-1%,-5%,-24%
CCCC(N)CCCCCC(=O)O (stereo not given),11%,10,-4%,-9%,-2%,-3%,-1%,8%,7%,3%,11%
O=C(COc1ccc(Cl)cc1Br)Nc1cccc(S(=O)(=O)N2CCCC2)c1,-14%,-1,9%,·,·,·,?,·,2.7µM*,-1%,·
O=S(=O)(NCc1ccccc1)c1cccc2nonc12,·,30,·,10%,-1%,?,-2%,9%,-1%,·,-5%
COc1cc(OC)cc(C(=O)NCc2n[nH]c(=S)n2-c2ccccc2OC)c1,5%,21,1%,15%,-15%,8%,-2%,3%,0%,-1%,-17%
CCc1nnc(NS(=O)(=O)c2ccc(N=Cc3c(C)[nH]n(-c4cccc(Cl)c4)c3=O)cc2)s1,20%,14,0%,?,1%,-13%,1%,-4%,-13%,0%,?
CC(O)c1cccc(NC(=O)CC(c2ccccc2)c2ccccc2)c1 (stereo not given),?,20,0%,17%,-2%,-4%,1%,-5%,-2%,1%,9%

# An excerpt from above in order of their number in RORg inh, lowest first.
SMILES,RORg inh,MBNL1-CUG inh,Mito fusion yeast,Rab9 prom act,Menin-MLL TR inh
COc1ccc(NS(=O)(=O)c2coc(C(N)=O)c2)cc1Cl,-27%,-7%,-3%,-2%,0%
CC(=O)N1CCOc2ccc(S(=O)(=O)N3CCC(C(=O)Nc4ccc(F)cc4)CC3)cc21,15%,-2%,-1%,4%,·
CC(O)c1cccc(NC(=O)CC(c2ccccc2)c2ccccc2)c1 (stereo not given),17%,-4%,1%,1%,9%

# Following part:
SMILES,ELG1 DNA repair,KCNH2 3.1 inh,NPC1 promoter act,RORg inh,PKM2 act,MBNL1-CUG inh,Mito fusion yeast,VP16 counter,FLuc modulator,Rab9 prom act,Menin-MLL TR inh
Cc1ccc(-c2nnn(CC(=O)N(CC(=O)NCc3ccccc3)c3cccc(C)c3C)n2)o1,?,5,0%,12%,?,2%,1%,-4%,2%,0%,15%
COc1cccc(C(=O)NCCS(=O)(=O)N2CC(C)CC(C)C2)c1 (stereo not given),5%,0,-2%,·,·,·,4%,·,4%,0%,·
CCCc1c(NC(=O)Nc2ccc(Cl)cc2Cl)cnn1-c1ccccc1,?,-5,23%,-22%,?,-12%,0%,0%,2%,14%,·
O=C(COc1ccc(Cl)cc1)Nc1ccc(C(=O)NCc2cccnc2)cc1,?,0,-8%,8%,0%,12%,2%,-7%,-1%,-6%,14%
CCOC(=O)c1oc2ccccc2c1CSc1nnnn1-c1ccc(OC)cc1,?,0,-1%,-1%,0%,0%,-2%,9%,3%,0%,-17%
CC1(NC(=O)c2cccc(S(=O)(=O)N3CCN(c4ccccc4)CC3)c2)CCS(=O)(=O)C1 (stereo not given),1%,-5,5%,·,·,·,10%,·,-1%,9%,·
COc1ccc(NC(=O)C(=O)NCC(=O)Nc2cc(OC)ccc2OC)cc1,10%,3,-1%,-20%,1%,-5%,-1%,2%,4%,5%,18%
Fc1ccc(/C=N/Nc2ccccn2)cc1,?,-15,28%,?,5%,·,-6%,?,11µM*,3.5µM*,4%
O=C(C(=O)N1CCOCC1)c1c[nH]c2ccccc12,8%,-8,-4%,-16%,0%,-5%,-4%,6%,1%,2%,-6%
Cc1nc2cc(C(F)(F)F)ccc2n1C1CCN(CC(=O)NC(C)(C)C)CC1,-13%,9,-3%,14%[10 µM],16%,0%,-4%,-1%,6%,3%,-7%
Cc1ccc(C)c2[nH]c(=O)c(C(c3nnnn3Cc3ccccc3)N3CCc4ccccc4C3)cc12 (stereo not given),-22%,21,-6%,-2%,8%,61%[activator],3%,19%,-1%,-10%,·
Cc1cccc(C(=O)NC(=S)NNC(=O)c2cccs2)c1,21µM*,4,-5%,?,-33%,-12%,-5%,-18%,-21%,-2%,?
CCOc1ccc(-n2c(=O)c3c(C)c(C)sc3n(CC(=O)NCc3ccco3)c2=O)cc1,0%,-2,1%,-2%,-2%,-3%,2%,3%,-2%,12%,?
COc1cccc(C(=O)N2CCOCC2)c1,10%,0,-2%,1%,0%,-2%,-3%,1%,-1%,-8%,6%
CC(C)CC(=O)Nc1ccc2nn(-c3ccccc3)nc2c1,?,13,1.6µM*,15%,9%,54%[activator],?,-1%,2.7µM*,1.6µM*,?
Cn1cnnc1SCC(=O)Nc1ccc(OCc2ccccc2)cc1,?,-17,21%,17%,2%,35%[activator],9%,?,15µM*,?,7%
Cc1ccc([N+](=O)[O-])cc1NC(=O)c1cccnc1,-7%,11,1%,2%,-2%,24%,2%,2%,1%,0%,17%
CCc1cc(C(=O)c2ccc(OC)cc2)c(NC(=O)COCC(=O)O)s1,-2%,-1,-1%,-2%,·,?,-6%,4%,2%,-2%,0%
O=C(CN1C(=O)CSc2ncccc21)NCCN1CCOCC1,11%,2,-3%,-24%,-1%,-3%,-2%,7%,0%,1%,-4%
Cc1ccc2sc(NC(=O)CN3C(=O)CCC3=O)nc2c1C,5%,-32,2%,-14%,-2%,5%,1%,1%,-15%,-2%,-17%
Cc1ccccc1NC(=O)c1ccccc1NC(=O)c1ccccc1F,-6%,-11,1%,13%,·,-5%,0%,-14%,?,-4%,?
COC(=O)c1cc(Cl)c(NC(=O)c2ccc(F)cc2)cc1OC,1%,-9,1%,6%[10 µM],1%,·,-30%,7%,4%,-3%,-1%
CC1CCCC(C)N1C(=O)CN1CCN(c2nc(-c3ccc(F)cc3)cs2)CC1 (stereo not given),?,18,0%,?,-8%,?,8%,-8%[0.365 µM],-6%,-9%,9%
Cc1ccc(S(=O)(=O)c2nnn3c2nc(N2CCOCC2)c2ccccc23)cc1,12%,1,-2%,-28%,·,-12%,8%,12%,1%,3%,?
CC1CCN(c2ccc3nnc(CCC(=O)NCc4ccco4)n3n2)CC1,-2%,-8,-1%,-20%,·,4%,-3%,-1%,-2%,-5%,6%

# Laid out differently: results already given.
SMILES: Cn1cnnc1SCC(=O)Nc1ccc(OCc2ccccc2)cc1
  ELG1 DNA repair: ?; KCNH2 3.1 inh: -17; NPC1 promoter act: 21%; RORg inh: 17%; PKM2 act: 2%; MBNL1-CUG inh: 35%[activator]; Mito fusion yeast: 9%; VP16 counter: ?; FLuc modulator: 15µM*; Rab9 prom act: ?; Menin-MLL TR inh: 7%
SMILES: Cc1ccc([N+](=O)[O-])cc1NC(=O)c1cccnc1
  ELG1 DNA repair: -7%; KCNH2 3.1 inh: 11; NPC1 promoter act: 1%; RORg inh: 2%; PKM2 act: -2%; MBNL1-CUG inh: 24%; Mito fusion yeast: 2%; VP16 counter: 2%; FLuc modulator: 1%; Rab9 prom act: 0%; Menin-MLL TR inh: 17%
